# GAA850 FXN act = increases GAA850 frataxin promoter reporter activity | AID 540364 | actives 0.56% (n = 360,000) | HEK293 lucGAA850 FXN promoter luciferase reporter, 24 h; percent of 10 µM SAHA response | activation, % at 6 µM;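 active means activation above the average of all compounds screened plus 3 SD, cutoff fixed separately per campaign, cut at about 7.5% in these data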;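 further: 0% = DMSO wells and 100% = 10 µM SAHA wells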
# * = called active by the depositor.
canonical_smiles	GAA850 FXN act
Cc1ccccc1NC(=O)c1nc2nccc(C)n2n1	1.6
CCOC(=O)Cn1c(=O)oc2cc(S(=O)(=O)NC3CCCCC3)ccc21	0.7
CC(=O)C1C(c2cn(-c3ccccc3)nc2-c2cccs2)NC(=O)NC1(O)C(F)(F)F (stereo unspecified)	0.4
Cc1ccc(/C=C2/SC(=O)NC2=S)o1	1.6
O=C(CC1SC(=Nc2ccc(O)cc2)NC1=O)Nc1ccccc1 (stereo unspecified)	2.0
C/C(CCN1CCc2nc(-c3ccccc3)c(-c3ccccc3)cc2C1)=N\O[C@@H](C)c1cc(-c2c(C)cc(C)cc2C)no1	1.7
COc1cccc(C(N)c2nc(-c3csc4ccccc34)cs2)c1 (stereo unspecified)	-3.3
COc1ccc(-c2ccc(S(=O)(=O)NCC3CCCO3)cc2)cc1 (stereo unspecified)	-0.3
CCCCNc1c(-c2ccc(-c3ccc(C(C)=O)cc3)c(OC)c2)nc2cnccn12	-1.7
COc1ccc(OC)c(NS(=O)(=O)c2ccc(-c3coc(C)n3)cc2)c1	1.9
Cc1ccc(NC(=O)C(=Cc2ccc(C(=O)O)cc2)C(=O)Nc2ccc(C)cc2C)c(C)c1	-9.6
COc1cccc(C2/C(=C(\O)c3ccc4c(c3)OCCO4)C(=O)C(=O)N2CCCN2CCOCC2)c1OC (stereo unspecified)	-0.6
CCN(CC)S(=O)(=O)c1ccc(S(=O)(=O)N2CCC(C(=O)NC3CCN(Cc4ccccc4)CC3)CC2)cc1	-0.2
CC(C)(C)C#CCn1c(/C=[N+](\[O-])C2CCCCC2)nc2ccccc21	-1.3
COc1ccc(NC(=O)CSc2nc3c(sc4ccccc43)c(=O)n2CCCN2CCCC2)cc1	-0.2
N#CCCn1cc(C(CC(=O)c2ccc(Br)cc2)C(=O)O)c2ccccc21 (stereo unspecified)	-0.9
COc1ccc(-c2oc3cccnc3c2C#CCO)cc1	-2.1
CCOC(=O)N1CCN(C(=O)c2ccc(S(=O)(=O)Nc3cccc(C(F)(F)F)c3)cc2)CC1	-1.6
Cc1ccc(NC(=O)CCc2nc3sc4c(c3c(=O)[nH]2)CCCC4)nc1	2.2
COCCNC(=O)C(c1ccc(Cl)cc1)N(C(=O)Cn1nnc2ccccc21)c1cccnc1 (stereo unspecified)	-1.4
CCOc1ccccc1NC(=O)NC1Cc2ccccc2C1	1.6
Cn1c(=O)c2[nH]c(COc3ccc(C(C)(C)C)cc3)nc2n(C)c1=O	-2.5
C#CCOCCOCCOCCNc1nc(N2CCN(C(=O)[C@H]([C@@H](C)O)n3cc(CCCCN)nn3)CC2)nc(N2CCN(C(=O)[C@H](C)n3cc(CCCN=C(N)N)nn3)CC2)n1	2.0
CC(C)Cc1cc(-c2ccco2)c(C#N)c(N)n1	8.2*
COc1ccc(Cc2c3cc(OC)c(OC)cc3cc[n+]2C)cc1OC	-1.1
O=C1C(=O)N(c2nccs2)C(c2ccccc2)/C1=C(\O)c1ccc2c(c1)OCCO2 (stereo unspecified)	-2.9
CC(=O)O[C@H]1CC[C@@]2(C)C(=CC[C@H]3[C@@H]4CC[C@H](C5(C)OCCO5)[C@@]4(C)CC[C@@H]32)C1	0.7
O=c1c(O[C@@H]2O[C@H](CO)[C@@H](O)[C@H](O)[C@H]2O)c(-c2ccc(O)cc2)oc2cc(O)cc(O)c12	1.5
CC1(c2ccc3ccccc3c2)NC(=O)N(CC(=O)N2CCN(Cc3ccccc3)CC2)C1=O (stereo unspecified)	-2.5
C[C@@]12C(=O)N(c3ccc(C(F)(F)F)cc3)C(=O)N1[C@@H]1c3ccccc3OC[C@@H]1[C@H]2c1ccccc1	0.6
N#Cc1c(NCCN)nc(NCc2ccccc2)c2c1CCN(Cc1ccccc1)C2	-2.8
CCC(C)Sc1ccc(-c2nc3ccccn3c2NCc2ccccc2)cc1OC (stereo unspecified)	-1.9
CCCS(=O)(=O)NC(=O)C1(C)CCN(C(=O)Cc2cccc3ccccc23)C1 (stereo unspecified)	1.5
Oc1ccc(Nc2nc(-c3ccccc3)nc3ccccc23)cc1	1.4
CC(C)=CCC/C(C)=C/CNC(=O)C[C@H]1C[C@H](C(=O)N2CCCCC2)[C@@]2(CCc3ccccc3)c3[nH]c4cc(-c5ccco5)ccc4c3CCN2C1=O	-0.1
CNC(=O)c1c(NC(=O)c2nc3ccccc3s2)sc2c1CCC2	1.9
Cc1oc(-c2cccc(Cl)c2)nc1CSc1nc2c(c(=O)[nH]1)CCC2	-1.6
Cc1ccc(NC(=O)COc2ccccc2)cc1Cl	0.8
Cc1cc(C(=O)CN2C(=O)NC(C)(c3ccccc3)C2=O)c(C)n1CC1CCCO1 (stereo unspecified)	0.8
CCOC(=O)c1nc(C)n(-c2ccc(Cl)cc2Cl)n1	-0.4
O=C(O)c1ccc(N2Cc3ccccc3C2)cc1O	0.0
CCOc1cc(CNc2ccc(O)cc2)ccc1OCc1ccc(Cl)cc1Cl	0.7
CN(C)S(=O)(=O)c1ccc(NC(=O)c2ccc(Br)o2)cc1	0.3
COc1ccc(-c2cccc(NC(=O)COc3ccc(Cl)cc3)c2)nn1	4.0
CC(=O)Nc1nc(C)c(-c2csc(Nc3ccc(O)cc3)n2)s1	-4.6
CCOC(=O)c1c(C)n(C)c2ccc(O)c(CN3CCC(C)CC3)c12	-1.8
CCN(CC)c1ccc2c(C)c(CN3CCOCC3)c(=O)oc2c1	-1.5
COc1cccc(NC(=O)c2cnsn2)c1	2.6
CCOC(=O)N1CCN(S(=O)(=O)c2ccc(C(=O)NNc3nc4cc(C)cc(C)c4s3)cc2)CC1	-1.2
Cc1cc(-c2ccccc2)c2c3c(c(-c4ccccc4)n2n1)c(=O)n(C)c(=O)n3C	-0.4
CC(C)OCCCNC(=O)C1CCC(CNS(=O)(=O)c2cccc3nsnc23)CC1 (stereo unspecified)	-1.9
Cc1nc(-c2ccccc2)sc1-c1nc(-c2cccnc2)ncc1S(=O)(=O)c1ccccc1	0.7
O=C1c2ccccc2C(Nc2ccc3c(c2)OCCO3)N1Cc1ccccc1 (stereo unspecified)	-3.4
Nn1c(SCC(=O)Nc2cccnc2Cl)nnc1-c1ccccc1	2.1
CCOc1ccc(S(=O)(=O)Nc2nccs2)cc1	-0.1
COc1ccc(CCNC(=O)CC(c2ccccc2)c2cc(C)ccc2O)cc1OC (stereo unspecified)	-4.4
COc1ccc(NC(=O)CN(C)C(=O)c2cc3c(s2)CCC3)cc1	1.1
CC(/C=C1\SC(=S)N(NC(=O)c2ccc(C)cc2)C1=O)=C\c1ccccc1	2.4
CC1CCC(=C(C#N)c2nc(-c3cc4ccccc4oc3=O)cs2)CC1 (stereo unspecified)	3.6
COC(=O)[C@@]1(Cc2ccc(OC)cc2)[C@H]2c3cc(C(=O)N(C)C)n(CCSCCO)c3C[C@H]2CN1C(=O)c1ccccc1	2.2

# Next section.
canonical_smiles	GAA850 FXN act
Cc1cc2cc(CNC(=O)Cc3cccs3)ccc2n1C	2.1
COc1cc(C(=O)NC(c2ccccc2)c2ccccc2)cc(OC)c1C	0.5
C#CCOCCOCCOCCNc1nc(N2CCN(C(=O)C([C@@H](C)CC)n3cc(C(N)Cc4ccc(O)cc4)nn3)CC2)nc(N2CCN(C(=O)[C@H](CCC(=O)O)n3cc(C(N)CO)nn3)CC2)n1 (stereo partly specified)	-0.2
COc1ccc(C)cc1NC(=O)C1CCCN(S(=O)(=O)c2cccc3cccnc23)C1 (stereo unspecified)	-1.8
COc1cccc(/C=C2\SC(=S)N(CCCC(=O)Nc3cccc(C(=O)O)c3)C2=O)c1	0.3
O=[N+]([O-])c1cc(CN2CCCC2)c2cccnc2c1O	3.1
COc1ccc(-c2nnn(CC(=O)Nc3ccc4c(c3)OCCO4)n2)cc1OC	0.1
CC(=O)Nc1ccc(S(=O)(=O)Nc2cc(C)ccn2)cc1	1.0
CS(=O)(=O)c1ncc(Cl)c(C(=O)Nc2ccc(OC(F)F)cc2)n1	68*
COc1ccc(OCCn2c(C)c(/C=N/n3cnnc3)c3ccccc32)cc1	2.9
CCn1nc(C)c(CN2CCCCC2C(=O)Nc2ccc(Oc3cccnc3)cc2)c1C (stereo unspecified)	-0.5
COc1cccc(C(=O)Nc2ccc3c(cc2=O)[C@@H](NC(C)=O)CCc2cc(OC)c(OC)c(OC)c2-3)c1	-3.6
CCOC(=O)COc1ccc(S(=O)(=O)N2CCN(c3ccccc3)CC2)cc1	5.5
CN(C)C/C=C/C(=O)Nc1cccc(-c2c[nH]c3ncnc(Oc4ccc(NC(=O)CC(=O)Nc5ccc(F)cc5)cc4F)c23)c1	0.5
CS(=O)(=O)c1ccc(Sc2nc3ccccc3s2)c([N+](=O)[O-])c1	-17
Clc1nssc1=Nc1ccccc1	1.6
O=S(=O)(c1ccc(Cl)cc1)c1nc(-c2ccccc2F)oc1NCCN1CCOCC1	1.2
O=C1/C(=C/N(C(=O)c2ccco2)c2ccc(Cl)cc2)Sc2ccccc21	1.7
Clc1ccccc1-c1nn2c(-c3ccncc3)nnc2s1	-3.1
O=C(Nc1cccc(C(F)(F)F)c1)c1c(O)c2ccccc2[nH]c1=O	-0.2
CCOc1ccccc1/C=N/Nc1nc(C)cc(=O)[nH]1	-0.7
Nc1ccccc1-c1n[nH]c(=S)s1	1.1
COc1ccc(/C=C/c2c(-c3ccc(OC)cc3)sc3ccc(N4CCOCC4)cc23)cc1	0.8
CC(C)=CCc1c(O)cc(O)c2c(=O)c(O[C@@H]3O[C@@H](C)[C@H](O)[C@@H](O)[C@H]3O)c(-c3ccc(O)cc3)oc12	-2.0
C=CC(C)(C)c1c(O)c(CC=C(C)C)c(O)c2c(=O)c3ccc(O)c(O)c3oc12	-6.0
CCCN=C1N(C)C[C@@H]2[C@@H]3C(=O)N(Cc4ccccc4)C(=O)[C@@H]3[C@](C)(C(=O)OC)N12	-0.7
Cc1cc(C2C(C#N)=C(N)SC(N)=C2C#N)c(C)s1	1.2
O=C1CNC(=S)N1CCCc1ccccc1	-0.6
CCC(C)Sc1cccc(-c2nc3ccc(Cl)cn3c2NCc2ccccc2)c1 (stereo unspecified)	1.7
O=C1C2CC=C(Cl)CC2C(=O)N1CC1Cc2ccccc2CO1 (stereo unspecified)	0.9
O=C(Nc1ccc2c(c1)OCCO2)C1CCN(S(=O)(=O)c2ccc(Br)s2)CC1	0.3
C#CC(=O)N(c1cc(OC)ccc1OC)C(C(=O)NC1CCCC1)c1cccs1 (stereo unspecified)	-18
CCCCCCCCCCOC(=O)Cn1c(COc2ccccc2C)[n+](C)c2ccccc21	-0.5
CC[C@@H](C)[C@@H]1CN([C@@H](CN2CCC[C@H]2CN2C(N)=NC[C@H]2C(C)C)C(C)C)C(=N)N1CCc1ccc(Cl)c(Cl)c1	1.6
OCCNc1nc2ccc(Cl)cc2[nH]1	1.1
COc1cc(N2CCC(O)CC2)ccc1Nc1nnc(Cl)c(Nc2ccccc2S(C)(=O)=O)n1	0.6

# 4 entries from above, as labelled records.
> CCC(C)Sc1cccc(-c2nc3ccc(Cl)cn3c2NCc2ccccc2)c1 (stereo unspecified)
  GAA850 FXN act = 1.7
> O=C1C2CC=C(Cl)CC2C(=O)N1CC1Cc2ccccc2CO1 (stereo unspecified)
  GAA850 FXN act = 0.9
> O=C(Nc1ccc2c(c1)OCCO2)C1CCN(S(=O)(=O)c2ccc(Br)s2)CC1
  GAA850 FXN act = 0.3
> C#CC(=O)N(c1cc(OC)ccc1OC)C(C(=O)NC1CCCC1)c1cccs1 (stereo unspecified)
  GAA850 FXN act = -18

# Other entries.
canonical_smiles	GAA850 FXN act
CCCCc1nc(C(N)=O)c2[nH]c(=O)n(-c3ccc(OCC)cc3)c2n1	1.0
CCNc1nc(N)nc(-c2cc(Cl)ccc2O)n1	17*
O=C1CSC(=S)N1/N=C/c1cc(Br)c(O)c(Br)c1	1.4
COc1ccc(OC)c(S(=O)(=O)Nc2c(NC3CCCCC3)c3ccccc3oc2=O)c1	-2.7
CC(C)(C)c1nnc2sc(SCC(=O)c3ccc(Cl)cc3)nn2c1=O	5.0
CC1=C(C(=O)OCc2ccccc2)C(c2ccc(Cl)cc2Cl)NC(=O)N1CCCC(=O)O (stereo unspecified)	-1.5
CCCCCc1ccc(OCCCC[n+]2ccccc2)c(CCCCC)c1	-6.2
CCCCCCSc1cc(-c2nc3cnccn3c2NCCCC)ccc1OC	1.0
CON(C)C(=O)CCC1CCCN1C(=O)OC(C)(C)C (stereo unspecified)	0.2
O=C(O)CCc1ccc(-c2ccccc2)n1-c1ccc(C(=O)O)cc1	-0.3
CCC1(OC(=O)CN(C)C)C(=O)OCc2c1cc1n(c2=O)Cc2cc3c(N)cccc3nc2-1 (stereo unspecified)	-14
CCC(C)N(CC(=O)Nc1cccc(C)c1C)C(=O)CCl (stereo unspecified)	-14
COc1ccc(Cc2nnc(NC(=O)Cc3cccs3)s2)cc1	-1.3
O=C(CCN1CCc2ccccc2C1)c1ccc2c(c1)OCCO2	-2.3
COc1ccccc1Nc1nc(N(C)c2ccccc2)nc(N)c1[N+](=O)[O-]	0.3
CCOc1ccc(OCC)c(NC(=O)C2CCN(c3nn4c(=O)cc(C)nc4s3)CC2)c1	-0.1
O=C(NCCCN1CCOCC1)c1ccc2c(=O)n(Cc3cccc(Br)c3)c(=S)[nH]c2c1	2.1
C=CCn1c(SCC(=O)NCc2ccccc2)nnc1C1CCCCC1	-1.3
CC1=Nc2ccccc2/C1=C/c1c(C)[nH]c2ccccc12	1.5
O=C(O)c1cc(Cl)c2c(c1)[C@@H]1C=CC[C@@H]1[C@H](c1ccc(S(=O)(=O)N3CCOCC3)cc1)N2	-3.5
COCCN1C(=O)C(=O)/C(=C(/O)c2ccc(S(=O)(=O)N3CCOCC3)cc2)C1c1ccc(O)c(OC)c1 (stereo unspecified)	-1.1

# This is a subset; rates above refer to the full screens.
